BRCT PPI green: qHTS Assay for Inhibitors of BRCT-Phosphoprotein Interaction (Green Fluorophore) | Breast cancer type 1 susceptibility protein (Homo sapiens), P38398 | BRCA1 BRCT-phosphopeptide binding, green fluorescence polarization | Potency, µM (highest dose often 76.9 µM), without a hit: at the highest dose activity change, negative = inhibition, usual class: inhibitors | actives 0.05% (n = 75,000);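 further: potency means the concentration at half of the fitted maximal effect; plate controls were peptide without protein for full effect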
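Fluorescence polarization: His-tagged BRCT (~35 kDa BRCA1 C-terminus, 250 nM) bound to 100 nM fluorescein-labeled phosphorylated 10-aa BACH1 peptide, pH 7.3 phosphate buffer with DTT and Tween 20. Compounds incubated 12 min at room temperature; inhibition read as lowered polarization.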
CRE-bla Fsk: Cell signaling CRE-BLA (Fsk stim) | CHO CRE-bla reporter (cAMP response element driving beta-lactamase), forskolin EC10, beta-lactamase ratio | Potency, µM (series often up to 38.2 µM), without a hit: at the highest dose activity change, negative = inhibition, usual class: activators | actives 2.5% (n = 71,000) | AID 662, 2007; active means well fitted activation curve with a large enough effect in the signal ratio, with a control signal flat, not every such curve was filed as active; inconclusive means small, poorly fitted or top-dose-only effect, or effect the other way, or a change in a side signal; the % refers to the signal ratio; further: potency means the concentration at half of the fitted maximal effect; % of control where 0% means no effect
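Using CellSensor CRE-bla CHO cells in Opti-MEM with 0.5% dialyzed FBS, compounds were titrated with EC10 NKH 477 for 3 h at 37 °C. CCF4 ratio (460/530 nm) gave %Activity; AC50 derived.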
BRCT inh red: qHTS Assay for Inhibitors of BRCT-Phosphoprotein Interaction (Red Fluorophore); actives 0.03% (n = 75,000); Breast cancer type 1 susceptibility protein (Homo sapiens), P38398; BRCT-phosphopeptide binding, red fluorescence polarization; Potency, µM (titrated, usually from 76.9 µM), for the others: at the highest dose activity change, negative = inhibition, actives largely listed as inhibitors; AID 892, 2007; further: on the % scale 0 is the no-effect control and ±100 the full control effect
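Rhodamine-labelled pBACH1 10-mer (100 nM) bound to BRCT domain (100 nM) at pH 7.3; compounds incubated 12 min room temperature, polarization read. Free peptide defines full inhibition; unlabelled decapeptide titrated as control.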
A350 autofl: qHTS Assay for Spectroscopic Profiling in A350 Spectral Region; Compound autofluorescence, 340/450 nm, Alexa 350 dye-equivalents; hits give high values; max dye-equivalent concentration, M; actives 11% (n = 59,000); AID 590, 2007; in the data active means max dye-equivalent concentration above about 10 nM; inconclusive means mostly about 1.1 nM to 9.6 nM
ERK AVP block: qHTS Assay for Inhibitors of the ERK Signaling Pathway using a Homogeneous Screening Assay; AID 995, 2007; HEK293-V1b, vasopressin-stimulated pERK AlphaScreen; Potency, µM (doses to about 57.5 µM), without a hit: at the top dose activity, negative = inhibition, hits mostly inhibitors; actives 0.99% (n = 72,000); further: potency means the concentration at half of the fitted maximal effect; on the % scale 0 is the no-effect control and ±100 the full control effect; nearly all actives have a fitted effect of over 55% in size
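qHTS, compounds titrated on V1b-expressing HEK293 cells. Preincubation 30 min at 37C, vasopressin 25 nM for 5 min, lysis 10 min, bead incubation 5 hr at room temperature.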
Caspase-1 inhib: qHTS Assay for Allosteric/Competitive Inhibitors of Caspase-1; Potency, µM (titrated, usually from 57.5 µM), for inactives: at the highest dose activity change, negative = inhibition, most hits filed as inhibitors; P29466; Caspase-1 enzyme, Ac-WEHD-AFC fluorogenic rate; actives 0.03% (n = 75,000);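 further: potency means the concentration at half of the fitted maximal effect; plate controls were vehicle for no effect and no substrate for full effect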
Target sequence (P29466 120-297 limits assumed): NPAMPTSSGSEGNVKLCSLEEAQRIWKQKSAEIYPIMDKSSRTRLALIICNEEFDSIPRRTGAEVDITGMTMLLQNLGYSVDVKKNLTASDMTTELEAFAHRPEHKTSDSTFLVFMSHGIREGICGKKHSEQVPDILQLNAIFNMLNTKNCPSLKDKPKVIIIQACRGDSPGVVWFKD
Target sequence (P29466 317-404 limits assumed): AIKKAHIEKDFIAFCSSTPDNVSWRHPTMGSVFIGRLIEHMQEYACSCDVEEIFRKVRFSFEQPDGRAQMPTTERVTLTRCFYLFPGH
Caspase-7 inhib: qHTS Assay for Allosteric/Competitive Inhibitors of Caspase-7. recombinant caspase-7, Ac-DEVD-AFC fluorescence rate. P55210. Potency, µM (doses to about 57.5 µM), without a hit: at the highest dose activity change, negative = inhibition, actives largely listed as inhibitors. AID 889, 2007. actives 0.02% (n = 75,000); active means well fitted inhibition curve with a large enough effect in the main read-out, with a control signal flat, not every such curve was filed as active; inconclusive means small, poorly fitted or top-dose-only effect, or a change in a side signal; further: potency means the concentration at half of the fitted maximal effect; % of control where 0% means no effect
Tau filament bind: qHTS Assay for Tau Filament Binding; Potency, µM (titrated, usually from 57.1 µM), for the others: top-dose activity change, negative = inhibition; actives 2% (n = 71,000); recombinant tau filaments, thioflavin S fluorescence, 15 h; filaments grown with octadecylsulfate alongside compound; Microtubule-associated protein tau (Homo sapiens), P10636;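 further: potency means the concentration at half of the fitted maximal effect; on the % scale 0 is the no-effect control and ±100 the full control effect; actives lower thioflavin S fluorescence by blocking filaments or displacing dye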
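Recombinant tau protein (human, 1 uM final) plus 30 uM ODS in HEPES pH 7.4 with NaCl, DTT and thioflavine S. Compound present from the start; fluorescence at 510 nm after 15 h, 37 C.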
HEK293 cAMP ctrl: qHTS Assay for Agonists of the Thyroid Stimulating Hormone Receptor: Activators of Intracellular cAMP Concentrations in Parental HEK 293; parental HEK293 CNG cAMP sensor, membrane potential fluorescence; Potency, µM (highest dose often 57.1 µM), for inactives: top-dose activation, actives largely listed as activators; actives 2.5% (n = 73,000); AID 938, 2007; further: potency means the concentration at half of the fitted maximal effect; % of control where 0% means no effect; nearly all actives have a fitted effect of over 55% in size
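Counterscreen for endogenous-receptor signalling: CNG-channel HEK 293 cells report cAMP rise by membrane depolarization. After 60 min dye equilibration with 100 uM RO 20-1724, compounds incubated 30 min before bottom-read fluorescence at 590 nm.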
USP2a inhib: qHTS Assay for Inhibitors of Ubiquitin-specific Protease USP2a | Ubiquitin carboxyl-terminal hydrolase 2 (Homo sapiens), O75604 | USP2a enzymatic assay, qHTS inhibition | Potency, µM (doses to about 38.3 µM), for inactives: at the top dose activity change, negative = inhibition, usual class: inhibitors | actives 0.1% (n = 60,000) | AID 927, 2007;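 further: potency means the concentration at half of the fitted maximal effect; nearly all actives have a fitted effect of over 60% in size; plate controls were DMSO for no effect and NEM full inhibition control for full effect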
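20 nM USP2 core + cpd, 30 min RT; add 20 nM Ub-PLA2/20 uM NBD C6-HPC; read Ex460/Em535 at 0 h and 2.5 h. Normalized to NEM; qHTS curve fit/classification.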
Luciferase inh: qHTS Assay for Inhibitors of Firefly Luciferase; purified firefly luciferase, luminescence, 8 min; Potency, µM (titrated, usually from 57.1 µM), without a hit: at the top dose activity change, negative = inhibition, actives largely listed as inhibitors; actives 2.2% (n = 72,000); AID 411, 2009; further: potency means the concentration at half of the fitted maximal effect; on the % scale 0 is the no-effect control and ±100 the full control effect; nearly all actives have a fitted effect of over 40% in size
Target sequence (P08659 whole entry, looked up): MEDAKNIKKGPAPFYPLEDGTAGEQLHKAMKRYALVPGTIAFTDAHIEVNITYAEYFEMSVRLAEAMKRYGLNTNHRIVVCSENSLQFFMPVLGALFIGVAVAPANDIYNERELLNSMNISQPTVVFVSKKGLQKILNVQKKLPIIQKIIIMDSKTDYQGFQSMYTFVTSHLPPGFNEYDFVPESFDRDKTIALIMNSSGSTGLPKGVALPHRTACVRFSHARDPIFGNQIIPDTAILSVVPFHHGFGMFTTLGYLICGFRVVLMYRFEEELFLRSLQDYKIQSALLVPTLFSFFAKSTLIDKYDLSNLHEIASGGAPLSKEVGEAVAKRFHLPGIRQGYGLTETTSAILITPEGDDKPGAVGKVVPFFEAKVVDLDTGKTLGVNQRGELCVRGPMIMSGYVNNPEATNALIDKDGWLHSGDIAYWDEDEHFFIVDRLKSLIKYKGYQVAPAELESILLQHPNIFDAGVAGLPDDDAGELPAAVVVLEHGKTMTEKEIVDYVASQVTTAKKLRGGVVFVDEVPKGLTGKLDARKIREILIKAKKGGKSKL
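Substrate buffer containing 10 uM ATP (pH 7.2 imidazole, Mg2+, KCl, detergent, BSA) is dispensed, compound pinned in, then luciferase/luciferin detector mix added. After 8 min at ambient temperature, light output is measured.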
Starred values were filed as active, the others as inactive; i = inactive; ? = inconclusive; . = not tested or not shown; [ ] = dose if it differs, or a comment. Unless noted, the call rests on the fitted dose curve; in most records, active means well fitted curve in the direction sought with a large enough effect; inconclusive means small, poorly fitted or top-dose-only effect, or another doubt; inactive means no such curve, though single readings can be large; an effect the other way counts as inactive or inconclusive.

SMILES | BRCT PPI green | CRE-bla Fsk | BRCT inh red | A350 autofl | ERK AVP block | Caspase-1 inhib | Caspase-7 inhib | Tau filament bind | HEK293 cAMP ctrl | USP2a inhib | Luciferase inh
CCCCN1C(=O)C(O)(CC(=O)c2ccccc2OC)c2ccccc21 (stereo unspecified) | -1.7% | -10% | -1.1% | . | . | -1% | 0% | -11% | 9% | . | -5%
COc1ccccc1CNc1nc(-c2cccc(NS(C)(=O)=O)c2)nc2ccccc12 | 1.1% | 8% | 0.7% | i | -23% | -9% | -11% | 86% | ? | ? | 1%[2.29 µM]
O=C(CSc1nnnn1-c1ccccc1)CSc1nnnn1-c1ccccc1 | 1.9% | . | 0.0% | . | . | -2% | -10% | . | 21% | . | .
Cc1nc2ccc(NC(=O)N3CCCCC3)cc2s1 | -1.0% | -1% | 0.1% | ? | -3% | 2% | -2% | -2% | 15% | -1% | -10%
COc1ccccc1N1CCN(c2cc(=O)n(-c3ccc(Cl)cc3)c(=O)[nH]2)CC1 | -2.9% | -6% | -1.8% | . | . | -3% | 4% | 262% | 2% | . | -1%
O=C(COc1ccc2c(c1)OCO2)NC12CC3CC(CC(C3)C1)C2 | 3.4% | ? | 0.0% | i | -20% | 1% | -4% | -10% | 28% | 8% | -2%
COC(=O)NCCOC(=O)N(O)c1ccc(Br)cc1 | -1.2% | ? | -0.4% | i | 19% | 1% | 0% | -6% | -4% | -4% | -3%
O=C(Nc1ccccc1)c1ccc2nc(-c3ccco3)c(-c3ccco3)nc2c1 | -2.5% | ? | -0.4% | i | ? | ? | ? | 0.63µM* | -9% | 40%[activator] | -13%
O=C(OCC(O)CN1CCCCC1)C12CC3CC(CC(C3)C1)C2 (stereo unspecified) | -4.6% | 8% | 0.8% | i | -15% | -1% | 0% | -13% | 18% | 7% | -2%
COc1ccc(-c2nc(CS(=O)CC(=O)NCc3ccccn3)c(C)o2)cc1 (stereo unspecified) | -7.5% | -4% | -19% | . | -12% | 1% | -3% | 4% | 3% | . | -5%
CCOC(=O)C1CCCN(c2c(NCCCN(CC)c3cccc(C)c3)c(=O)c2=O)C1 (stereo unspecified) | -0.1% | ? | -2.4% | i | 15% | 1% | -1% | -16% | 1% | 27% | 2%
NC(=O)CN1C(=O)C2CCCCN2C(=O)c2ccccc21 (stereo unspecified) | 0.8% | -2% | -1.4% | 3.6e-08M* | 1% | -1% | 2% | -4% | 7% | -7% | 5%
Cc1ccc(C(=O)NCc2ccc(Cl)cc2)o1 | -1.2% | -4% | -0.8% | i | -17% | -2% | -1% | -1% | 3% | 6% | -1%
O=C(CCNC(=O)Cn1ccc2ccccc2c1=O)NCCN1CCN(c2ccccc2F)CC1 | -3.1% | 2% | -0.9% | i | 37% | 4% | -1% | -13% | 10% | -1% | -1%
Cc1cc(C)cc(N(CC(=O)NC2CCCCC2)C(=O)CCC(=O)Nc2cc(C)ccn2)c1 | 5.6% | -10% | -0.3% | i | 13% | 3% | 6% | 3% | ? | 1% | 0%
O=C(Nc1c(C(=O)N2CCOCC2)cnn1-c1ccccc1)c1ccco1 | 0.4% | 0% | 0.0% | i | -3% | 0% | 1% | 3% | 1% | -4% | 4%
O=C(NCc1cccs1)c1cccnc1C(=O)O | -2.0% | -8% | -1.2% | i | -2% | 1% | 0% | 14% | 4% | -3% | 2%
COc1ccc(C(=O)c2oc3ccccc3c2N)cc1 | -2.2% | 13% | -0.5% | ? | -9% | -6% | -4% | 13µM* | -6% | -12% | -22%
Nc1nnc(CCN2C(=O)CSC2=O)s1 | -1.3% | -8% | -0.2% | i | 9% | 0% | 1% | 1% | 22% | -3% | 2%
COc1ccc(-c2nc3cnc(OC)nc3n(C[C@H]3CCCO3)c2=O)cc1 | 0.0% | 10µM* | -0.9% | 3.6e-08M* | -10% | -12% | -20% | -6% | 20µM* | 36%[activator] | 1%[11.4 µM]
O=C(O)[C@@H]1CCCC[C@@H]1C(=O)N1CCc2ccccc2C1CN1C(=O)c2ccccc2C1=O (stereo partly specified) | -4.0% | ? | -0.3% | ? | 18% | 1% | 0% | -2% | 7% | 6% | 2%
Cc1nc(Nc2ccncc2)c2oc3ccccc3c2n1 | -1.1% | 13% | -1.6% | i | -21% | 0% | -1% | 4% | 10% | -11% | 3%
CNc1ccc(OC(F)F)cc1C(=O)c1ccccc1 | -1.8% | ? | -0.3% | . | -21% | -2% | -4% | ? | 24% | . | 3%
O=C(CCc1nc2ccccc2c(=O)[nH]1)N1CCN(C/C=C/c2ccccc2)CC1 | -1.7% | 10% | 0.4% | i | 8% | -1% | -3% | 2% | ? | 42%[activator] | 0%
O=C(NCC1CCCO1)c1csc2c1CCCC2 (stereo unspecified) | -0.7% | 11% | -3.2% | i | 16% | 0% | -1% | -1% | -2% | -8% | -7%

Taken from the entries so far for reference:
SMILES | BRCT PPI green | CRE-bla Fsk | BRCT inh red | A350 autofl | ERK AVP block | Caspase-1 inhib | Caspase-7 inhib | Tau filament bind | HEK293 cAMP ctrl | USP2a inhib | Luciferase inh
CCCCN1C(=O)C(O)(CC(=O)c2ccccc2OC)c2ccccc21 (stereo unspecified) | -1.7% | -10% | -1.1% | . | . | -1% | 0% | -11% | 9% | . | -5%
COc1ccccc1CNc1nc(-c2cccc(NS(C)(=O)=O)c2)nc2ccccc12 | 1.1% | 8% | 0.7% | i | -23% | -9% | -11% | 86% | ? | ? | 1%[2.29 µM]
O=C(CSc1nnnn1-c1ccccc1)CSc1nnnn1-c1ccccc1 | 1.9% | . | 0.0% | . | . | -2% | -10% | . | 21% | . | .

(more compounds)
SMILES | BRCT PPI green | CRE-bla Fsk | BRCT inh red | A350 autofl | ERK AVP block | Caspase-1 inhib | Caspase-7 inhib | Tau filament bind | HEK293 cAMP ctrl | USP2a inhib | Luciferase inh
Cn1c(=O)c2c(nc(NCc3ccccc3)n2Cc2ccc(F)cc2)n(C)c1=O | 1.2% | ? | -1.2% | . | . | -15% | -2% | 68% | 4% | . | 2%
Cc1ccc(NC(=O)c2ccc3ccccc3n2)nc1 | -4.0% | -10% | -1.3% | i | -27% | -3% | 0% | -7% | 15% | 5% | 6.3µM*
COCc1cc(=O)[nH]c(SCC(=O)Nc2ccccc2)n1 | 4.8% | ? | -0.8% | i | -14% | 1% | 0% | 2% | ? | -6% | 3%
COc1ccc(C)cc1NC(=O)CSc1nc(SC)ns1 | 1.0% | 12% | -2.3% | i | -14% | -1% | 0% | -2% | 24% | -6% | 0%
COc1ccc(C(C#N)(CCC#N)CCC#N)cc1OC | -2.3% | 2% | 0.8% | . | -6% | ? | -21% | 4% | 2% | -1% | -1%
COC(=O)CNC(=O)C1(CC(C)C)C=CCN1C(C)=O (stereo unspecified) | -1.2% | -2% | -0.5% | . | 10% | -2% | -3% | -6% | 17% | . | .
O=C(Cn1cnc2ccccc2c1=O)Nc1ccc2c(c1)OCCO2 | 1.4% | 0% | -1.2% | i | 5% | 1% | 0% | -7% | -1% | 13% | 13µM*
COC(=O)C(F)(F)Sc1c(C)[nH]c2ccccc12 | 0.8% | -5% | -1.0% | i | -27% | 1% | 2% | -10% | -15% | 4% | 1%
CC1CCCCC1NC(=O)c1cc2c(s1)CS(=O)(=O)C2 (stereo unspecified) | 3.4% | -6% | 0.2% | i | -4% | 0% | -2% | 2% | 10% | 20% | 1%
Cc1cccc(NC(=O)CSc2nnc(CCCCCNC(=O)OC(C)(C)C)o2)c1C | -1.3% | -27% | -0.1% | i | -3% | -1% | -1% | 0% | ? | 13% | -5%
Cc1cc(=O)n2ncnc2n1COCCO | -1.6% | -1% | 0.1% | . | -9% | -1% | 0% | 0% | -2% | 4% | 2%
CC(=O)Nc1ccc(S(=O)(=O)N2CCCC2C(=O)O)cc1 (stereo unspecified) | 0.7% | -4% | 1.4% | . | -3% | -1% | 1% | 0% | 1% | -1% | 3%
CCOC(=O)Cc1cc(=O)n2[nH]c(C)c(-c3ccccc3)c2n1 | -4.8% | -4% | 8.4% | ? | -30% | -5% | -4% | -21% | 5% | . | -2%
O=c1sc2ccccc2n1CCOc1ccccc1 | 0.5% | -3% | -1.6% | i | 51%[activator] | -3% | 0% | 1% | ? | . | -15%

Random draw from the library. About 16% of those tested had a hit in this group.
